# RGS4-Gao reg: modulates binding of RGS4 to human Galphao; P09471; Multiplexed bead flow cytometry; actives lie on both sides; binding response (% of control), % at 10 µM; 220,000 tested, 0.33% active; AID 1415; in the data active = binding response below about 49% or above about 150%; inactive = in between;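 note: fluorescent Galphao activated with aluminum fluoride binding bead-coupled RGS4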
# Target sequence (P09471 whole entry, looked up): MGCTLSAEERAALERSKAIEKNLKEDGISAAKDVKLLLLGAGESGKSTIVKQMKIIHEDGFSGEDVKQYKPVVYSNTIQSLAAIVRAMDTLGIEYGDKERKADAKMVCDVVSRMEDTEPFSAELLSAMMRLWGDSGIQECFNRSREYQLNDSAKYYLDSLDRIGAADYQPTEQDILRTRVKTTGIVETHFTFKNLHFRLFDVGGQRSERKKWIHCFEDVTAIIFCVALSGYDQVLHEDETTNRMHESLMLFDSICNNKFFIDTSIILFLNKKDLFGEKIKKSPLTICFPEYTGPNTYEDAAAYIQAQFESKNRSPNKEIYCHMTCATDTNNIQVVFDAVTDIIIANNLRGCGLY
# RGS8-Gao reg: regulators of human RGS8-Galphao interaction. 220,000 tested, 0.34% active. response (percent of control binding), % at 10 µM. multiplexed bead flow cytometry, RGS8-Galphao binding; actives lie on both sides; in the data active = response below about 60% or above about 140%; inactive = in between;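 note: Galphao activated as the GDP aluminium fluoride complex binding bead-coupled RGS8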
# RGS7-Gao reg: human RGS7-Galphao interaction regulation; P09471; Multiplexed bead flow cytometry, RGS7-Galphao binding; actives lie on both sides; binding response (% of control), % at 10 µM; 220,000 tested, 0.35% active; in the data active = binding response below about 49% or above about 150%; inconclusive = no clear call, values can overlap the other calls; inactive = in between;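 note: fluorescent Galphao held in activated GDP-AlF4 state binding bead-coupled RGS7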
# * marks the source's active call; other numbers are inactive results; ? = inconclusive; · = no result given. An excerpt (hit frequency here may not be typical).
SMILES,RGS4-Gao reg,RGS8-Gao reg,RGS7-Gao reg
O=c1c2ccccc2c(C=Nc2ccc(O)cc2)c(O)n1-c1nccs1,106,103,?
CN1C2=NCCN2C(=O)c2cc(Cl)ccc21,101,100,?
CC(c1ccon1)N(C)Cc1cn(C)nc1-c1ccc2c(c1)OCCO2 (stereo not drawn),114,109,?
CC(C)(C)NC(=O)C(=O)NC(=O)c1c(F)cccc1Cl,96,103,?
Cc1cccc(C)c1NC(=O)CN,96,101,?
O=C(N/N=C/C(Br)=C/c1ccccc1)C(O)c1ccccc1 (stereo not drawn),101,103,?
CCOc1ncnc2c1[nH]c1ccccc12,102,104,?
COc1ccc2c(c1)S(=O)(=O)c1ccccc1N2,91,92,?
NS(=O)(=O)c1ccc(CNC(=O)/C=C/c2ccco2)cc1,98,94,?
Cc1ccc(NC(=S)N2CCCCC2)cc1C,102,98,?
O=S(=O)(O)c1nc2ccccc2n1Cc1cccc2ccccc12,103,102,?
CCC(C)SCC(=O)Nc1ccc(S(=O)(=O)N2CCOCC2)cc1OC (stereo not drawn),101,100,?
CCOC(=O)C1CCCN(c2c(NCCC(C)C)c(=O)c2=O)C1 (stereo not drawn),105,107,?
O=C(Cn1nnc(N2CCCCC2)n1)c1ccc(Cl)c(Cl)c1,96,98,?
O=C(NCc1ccc2c(c1)OCO2)C1CCC(=O)N1C1CCCCC1 (stereo not drawn),109,107,?
CC(=O)NCCCC(=O)NNC1CC(=O)N(c2cccc(Cl)c2)C1=O (stereo not drawn),100,98,?
Cn1c(SCC(=O)c2ccccc2)nnc1-c1ccccn1,91,97,?
O=C(Cn1cc(/C=N/NC(=O)c2cccc3ccccc23)c2ccccc21)Nc1ccc(F)cc1,100,100,?
COc1cc(C=O)ccc1Oc1nnnn1-c1ccccc1,98,100,·
COc1ccc(NC(=O)C(Cc2ccccc2)n2cccc2)cc1 (stereo not drawn),98,99,?
CCCN1CCC(=O)N([C@H](CSc2ccc(C)cc2)c2ccccc2)CC1,99,101,?
CC(C)CCOP(=O)(c1ccc(N(C)C)cc1)C(Nc1ccccc1)c1ccc(N(C)C)cc1 (stereo not drawn),89,100,?
CSc1nnc(-c2ccc(Br)s2)n1C,106,104,?
CC(C)CNC1CCS(=O)(=O)C1 (stereo not drawn),102,101,?
COc1cc(C(NC=O)C(=O)Nc2c(C)cccc2C)ccc1O (stereo not drawn),97,98,?
Cc1cc(C)cc(NC(=O)Nc2cc(-c3ccccc3)nn2C)c1,102,102,?
N#Cc1ccc(NC(=O)Nc2ccc(Oc3ccc(NC(=O)Nc4ccc(C#N)cc4)cc3)cc2)cc1,103,99,?
CC1(C)Cc2c(C#N)c(N)n(-c3ccccc3)c(=S)c2CO1,111,105,?
CCOc1cccc(/C=C/c2cc(C(=O)O)c3ccccc3n2)c1OC,83,93,?
COc1ccc(/C(C#N)=C/c2ccccn2)cc1,97,99,?
CSc1nc(N)n2nc(C(C)(C)C)cc2n1,96,98,·
O=C(O)C1(P(=O)(c2ccccc2)c2ccccc2)CCCC1,102,100,?
Cc1ccc(C(=O)Cn2cc([N+](=O)[O-])nc2C)cc1,99,99,?
O=C(N/N=C/C(Br)=C\c1ccccc1)c1cccs1,104,102,?
N#Cc1c(N)n(-c2ccc(C(=O)O)cc2)c2nc3ccccc3nc12,108,100,?
COc1ccc(/C=N/NC(=O)c2cccnc2)cc1COc1ccc([N+](=O)[O-])c(C)c1,99,99,?
Cn1ncc(S(=O)(=O)Cc2ccccc2)c(Cl)c1=O,96,75,?
CCN(CC)CCN1CNC(=S)N(c2ccccc2OC)C1,101,101,?
Cc1ccccc1NC(=O)Cn1nnc2sc3c(c2c1=O)CC(C)(C)OC3,120,100,?
Nc1nnc(CC(=O)N/N=C/c2ccc([N+](=O)[O-])cc2)s1,103,104,?
O=C(O)c1ccccc1C(=O)Nc1ccccc1[N+](=O)[O-],96,97,?
Cc1nc(-c2ccccc2)nc2sc(C(=O)c3ccc(F)cc3)c(N)c12,107,104,?
c1ccc(CN2CCC(N3CCN(Cc4ccc5c(c4)OCO5)CC3)CC2)cc1,96,101,?
O=C(O)c1nn(-c2ccccc2-c2n[nH]c(=O)[nH]c2=O)c(=O)[nH]c1=O,103,100,?
O=C(O)CC1(CC(=O)Nc2cc3ccccc3cn2)CCCCC1,100,100,?
c1ccc(-c2nc3nc4ccccc4nc3n2CC2CCCO2)cc1 (stereo not drawn),95,100,?
COC(=O)Cn1c(=O)c(C(=O)CCl)c(N)n(Cc2ccccc2)c1=O,81,88,?
Cc1cc(C(=O)N2CCC(C)CC2)on1,102,102,?
COc1ccc(C(=O)Nc2ccc(S(=O)(=O)Nc3cc(C)nc(C)n3)cc2)cc1,99,99,?
C[C@@H]1CC[C@]2(O[C@@H](CCO)C[C@@H](O)[C@@H]2O)O1,94,98,?

# More entries
SMILES,RGS4-Gao reg,RGS8-Gao reg,RGS7-Gao reg
CCC(C)[C@H](NC(=O)N1CCC(C)CC1)C(=O)O (stereo partly drawn),104,106,?
CC(C)(C)c1cc(-c2n[nH]c(=S)n2-c2ccccc2F)n[nH]1,109,104,?
COC(=O)Cn1c(=O)c2c(n(Cc3ccccc3)c1=O)N/C(=C/c1ccc(Br)cc1)C2=O,93,98,?
CC1(C)C2CCC(C2)C1C/C=N/NC(N)=S (stereo not drawn),96,97,?
COc1ccc(OCCC(=O)c2ccc(OC)cc2)cc1,109,105,?
CCC(=O)OC1(C)C(=O)C=C2C=C(c3ccsc3)OC=C2C1=O (stereo not drawn),99,97,?
O=C(NCc1ccccc1)NC12CC3CC(CC(C3)C1)C2,100,101,?
CSc1cccc(NC(=O)N2CCN(C)CC2)c1,113,114,?
S=c1[nH]cnc2sc(Nc3ccccc3)nc12,134,122,?
COc1ccc(NC(=O)c2nc[nH]c2C(=O)N2CCN(C(=O)OC(C)(C)C)CC2)cc1,100,101,?
CN(C)c1ccc(C(O)P(=O)(OCc2ccccc2)c2ccc(N(C)C)cc2)cc1 (stereo not drawn),100,97,?
Cc1cccc(-n2nnnc2SCC(=O)Nc2cccc(S(N)(=O)=O)c2)c1,98,101,?
COc1cccc(/C=N/NC(=O)NC2CCCCC2)c1O,100,107,?
Cc1ccc(NC(=O)C2CC(=O)Nc3ncnn32)c(C)c1 (stereo not drawn),99,98,?
Cc1cccc(-n2cc(CNCCc3nc(C)cc(C)n3)c(-c3cccc(F)c3)n2)c1,93,96,?
CCOC(=O)c1csc(N)c1-c1ccc([N+](=O)[O-])cc1,101,100,?
O=C1NC(=S)S/C1=C\c1coc2ccc(O)cc2c1=O,101,99,?
Cc1ccc(S(=O)(=O)N(C)CC(=O)OCC(=O)NC(=O)NC(C)C)cc1,100,99,?
C=C1CCN([C@@H](C)C(=O)NCc2ccc(Cl)cc2)S(=O)(=O)c2ccccc21,98,102,?
Cc1oc(S(=O)(=O)N(C)C)cc1C(=O)Nc1ccc(Cl)cc1,103,99,?
COc1cc(OC)c(OC)cc1CN1CCCC(C(=O)c2sccc2C)C1 (stereo not drawn),106,102,?
O=C(Nc1nnc(Cc2ccc(Cl)cc2)s1)c1ccncc1,104,101,?
Cc1c(S(=O)(=O)N2CCN(c3ccccc3)CC2)c(=O)n(C)c(=O)n1C,107,101,?
O=C(NCc1ccccc1Cl)C1CCC(CNc2c(N3CCOCC3)c(=O)c2=O)CC1 (stereo not drawn),101,100,?
Fc1ccccc1-c1nc2nc3ccccc3nc2n1CC1CCCO1 (stereo not drawn),99,98,?
CC[C@@H](C)CN1C(=O)N[C@@H](CCc2ccccc2)C(C(C)=O)=C1C,100,98,?
O=[N+]([O-])c1cc(Cl)ccc1Sc1ccccn1,101,99,?
Cc1ccc2c(C(=O)CN3CCN(C(=O)c4ccco4)CC3)c(C)[nH]c2c1,94,97,?
CC(C)[C@H](CO)Nc1nc(Nc2ccc(Cl)c(C(=O)O)c2)c2ncn(C(C)C)c2n1,107,103,?
CCOc1ccc(Nc2c3ccccc3nc3ccccc23)cc1,102,101,?
CC12CCC(C(=O)N3CCCCC3)([C@H](Br)C1=O)C2(C)C (stereo partly drawn),101,106,?
COc1ccc([N+](=O)[O-])cc1NC(=O)COC(=O)c1ccccc1O,96,95,?
O=C(Nc1ccccc1)c1c2c(nc3ccccc13)CCCC2,101,101,?
Nc1ncncc1-c1ccc(Cl)cc1,103,100,?
COCc1ccc(C(=O)Nc2ccc(C(=O)O)cc2)o1,93,100,?
Cc1ccc(-c2c[n+](Cc3cccc(Cl)c3)c3n2CCC3)cc1,95,99,?
CSc1nnc(SCc2nc3sc(C(=O)O)c(C)c3c(=O)[nH]2)s1,98,92,?
N#CCCC(CCC#N)C1=NCCc2ccccc21,114,105,?
Cc1ccc(NC(=O)CC2NCCN(Cc3ccccc3)C2=O)cc1 (stereo not drawn),93,96,?
CC1CC(=O)Nc2ccccc2N1S(=O)(=O)c1ccc(Cl)cc1 (stereo not drawn),105,106,?
CC(C)c1ccc(/C=N/N2CCN(c3ccccn3)CC2)cc1,101,101,?
O=Nc1c(O)n(Cc2ccccc2)c2ccccc12,78,93,?
CN(C)CCCNC(=O)c1ccc(=O)[nH]n1,99,103,?
O=C(O)CNC(=O)CCn1nnc2ccccc2c1=O,97,101,?
Cn1c(SCC(=O)Nc2ccc(Cl)cc2)nc(O)cc1=O,88,98,?
CSc1sc(-c2ccnc(SCCS(C)(=O)=O)n2)c(-c2ccccc2)c1C#N,96,97,?

# Already shown: entries from further up.
SMILES,RGS4-Gao reg,RGS8-Gao reg,RGS7-Gao reg
C=C1CCN([C@@H](C)C(=O)NCc2ccc(Cl)cc2)S(=O)(=O)c2ccccc21,98,102,?
Cc1oc(S(=O)(=O)N(C)C)cc1C(=O)Nc1ccc(Cl)cc1,103,99,?
COc1cc(OC)c(OC)cc1CN1CCCC(C(=O)c2sccc2C)C1 (stereo not drawn),106,102,?
O=C(Nc1nnc(Cc2ccc(Cl)cc2)s1)c1ccncc1,104,101,?
Cc1c(S(=O)(=O)N2CCN(c3ccccc3)CC2)c(=O)n(C)c(=O)n1C,107,101,?
O=C(NCc1ccccc1Cl)C1CCC(CNc2c(N3CCOCC3)c(=O)c2=O)CC1 (stereo not drawn),101,100,?
Fc1ccccc1-c1nc2nc3ccccc3nc2n1CC1CCCO1 (stereo not drawn),99,98,?
CC[C@@H](C)CN1C(=O)N[C@@H](CCc2ccccc2)C(C(C)=O)=C1C,100,98,?
O=[N+]([O-])c1cc(Cl)ccc1Sc1ccccn1,101,99,?
Cc1ccc2c(C(=O)CN3CCN(C(=O)c4ccco4)CC3)c(C)[nH]c2c1,94,97,?
CC(C)[C@H](CO)Nc1nc(Nc2ccc(Cl)c(C(=O)O)c2)c2ncn(C(C)C)c2n1,107,103,?
CCOc1ccc(Nc2c3ccccc3nc3ccccc23)cc1,102,101,?
CC12CCC(C(=O)N3CCCCC3)([C@H](Br)C1=O)C2(C)C (stereo partly drawn),101,106,?
COc1ccc([N+](=O)[O-])cc1NC(=O)COC(=O)c1ccccc1O,96,95,?
O=C(Nc1ccccc1)c1c2c(nc3ccccc13)CCCC2,101,101,?
Nc1ncncc1-c1ccc(Cl)cc1,103,100,?
COCc1ccc(C(=O)Nc2ccc(C(=O)O)cc2)o1,93,100,?
Cc1ccc(-c2c[n+](Cc3cccc(Cl)c3)c3n2CCC3)cc1,95,99,?
CSc1nnc(SCc2nc3sc(C(=O)O)c(C)c3c(=O)[nH]2)s1,98,92,?
N#CCCC(CCC#N)C1=NCCc2ccccc21,114,105,?
Cc1ccc(NC(=O)CC2NCCN(Cc3ccccc3)C2=O)cc1 (stereo not drawn),93,96,?
CC1CC(=O)Nc2ccccc2N1S(=O)(=O)c1ccc(Cl)cc1 (stereo not drawn),105,106,?
CC(C)c1ccc(/C=N/N2CCN(c3ccccn3)CC2)cc1,101,101,?
O=Nc1c(O)n(Cc2ccccc2)c2ccccc12,78,93,?
CN(C)CCCNC(=O)c1ccc(=O)[nH]n1,99,103,?

# Compound activity: PubChem, NMMLSC
